RMI FANCM FP: blocks RMI1/RMI2 complex binding to FANCM MM2 peptide; Fluorescence polarization, RMI core complex with F-MM2 peptide; stronger effect = lower value; FP signal (polarization) at 33 µM; 70,000 tested, 0.58% active; in the data active means FP signal below about 40; further: inactives centre near 61; strong numbers were not always called active; unit not given here
Starred values were filed as active, the others as inactive; & = joins results of further samples.

entry	Molecule	RMI FANCM FP
1	CC(C)(C)c1ccc(-c2n[nH]c(=S)n2C2CCCCC2)cc1	53
2	CCCOC(=O)/C(C#N)=C/c1ccc(-c2ccccc2Br)o1	63
3	Cn1cccc1C(CNC(=O)C(=O)NCc1ccc2c(c1)OCO2)N1CCCCCC1 (stereo not given)	62
4	CSCCC(NC(=O)c1ccc(C(F)(F)F)cc1)C(=O)N/N=C\c1cccs1 (stereo not given)	58&56
5	COc1ccc(-c2nc3scc(CCNS(=O)(=O)c4c(C)cc(C)cc4C)n3n2)cc1OC	56
6	Cn1c(=O)[nH]c(=O)c2c1n1c(-c3ccc(OCc4ccccc4)cc3)nnc1n2CCc1ccccc1	84
7	CC(=O)Nc1ccc(S(=O)(=O)NCC(c2ccc3c(c2)CCN3C)N2CCCCC2)cc1 (stereo not given)	60
8	Cc1cccc(S(=O)(=O)N2CCN(c3ccccc3F)CC2)c1	52
9	Cc1onc(-c2ccccc2)c1NC(=O)N1CCN(C2c3ccccc3-c3ccccc32)CC1	60
10	Cc1cc(C(=O)Nc2nnc(-c3cccs3)o2)no1	59
11	O=C1CCCN1c1ccc(CSc2n[nH]c(=O)c3cc(-c4cccs4)nn23)cc1	66
12	CC(C)CCOc1cccc(OCC(=O)OCCOc2ccc([N+](=O)[O-])cc2)c1	60
13	CCC(Sc1ccc(C)cc1)C(=O)Nc1nnc(C)s1 (stereo not given)	60
14	O=S(=O)(c1ccc(Oc2ccccc2Cl)cc1)N1CCN(c2ccccc2)CC1	57
15	Cc1ccc(S(=O)(=O)NNc2ccc(Cl)nn2)cc1	61
16	CCOc1cc(-c2nnc(NC(=O)COc3ccccc3)o2)cc(OCC)c1OCC	64
17	CNc1oc(-c2ccc(COc3ccc(Cl)cc3)o2)nc1C#N	68
18	CCCCCC(=O)O/N=C(/C)c1cc[nH]c1	54
19	CCCN(CCC)S(=O)(=O)c1ccc(C(=O)O/N=C(/N)c2ccc3c(c2)OCO3)cc1	78
20	Nc1nnc(Sc2nc3cc(Cl)ccc3s2)s1	56
21	Cn1nc(C(=O)Nc2nccs2)ccc1=O	63
22	NC(=O)CCn1cnc2ccccc21	59
23	N#Cc1ccc(-c2ccc(C#N)cc2)cc1	61
24	Cc1nn(C2CCS(=O)(=O)C2)c2nc(-c3ccccc3)cc(C(=O)N3CCc4ccccc43)c12 (stereo not given)	90
25	CNC(=O)Cc1cc(=O)oc2cc(OC)ccc12	63
26	COc1ccc(C)cc1NC(=O)C(=O)NCC1CCN(Cc2ccco2)CC1	69
27	Cc1cccc(NC(=O)Nc2ccc3nc(C)n(-c4ccccc4)c(=O)c3c2)c1C	60
28	COC(=O)c1cc(NC(=O)c2c(-c3ccccc3)noc2C)ccc1N1CCOCC1	53
29	Cc1cc2cc(CNC(=O)c3c(F)cccc3Cl)ccc2[nH]1	59
30	O=C(NCC1CCN(Cc2ccco2)CC1)c1cccs1	70
31	O=C(Cn1cc(S(=O)(=O)c2ccccc2)c2ccccc21)Nc1nccs1	57
32	CC(NC(=O)Cc1cc(=O)[nH]c(SCc2cccc(Cl)c2)n1)c1ccccc1 (stereo not given)	58
33	CCOc1ccc(NC(=O)Cn2nc(-c3ccco3)c3sc(N4CCCCC4)nc3c2=O)cc1	73
34	Clc1ccc(-c2nnc3sc(-c4ccc(Br)o4)nn23)cc1	89
35	O=C(/C=C/c1ccccc1)NC(=S)NNC(=O)Cn1nnc(-c2ccccc2C(F)(F)F)n1	61
36	COc1cc(C)c(C(C)C)cc1S(=O)(=O)NCCN1CCOCC1	56
37	O=C1CCC(=O)N1CCSCc1cccc(C(F)(F)F)c1	61
38	COc1cccc(C(=O)Nc2nc(-c3cc(C)ccc3C)cs2)c1	70
39	O=S(=O)(NCc1ccc(-c2cccs2)s1)c1ccc(N2CCOCC2)nc1	52
40	Cc1nc(SCC(=O)NCc2ccc3c(c2)OCO3)c(C#N)c2c1CCCC2	63
41	NC(=S)c1ncc(C(F)(F)F)cc1N1CCCC1	55
42	O=C(c1cccc(C(F)(F)F)c1)N1CCN(c2ccc(-c3ccncc3)nn2)CC1	71
43	Clc1ccc(-c2nn[nH]n2)cc1Cl	53
44	CC(=O)OCC[C@H](C)CCC=C(C)C	64
45	Cc1oc(-c2ccc(Cl)cc2)cc1C(=O)Nc1cccc(F)c1	72
46	CS(=O)(=O)N1CCC(C(=O)NCCn2ncc3c(N4CCCCC4)ncnc32)CC1	60
47	O=C(Nc1ccc(NC(=O)c2ccccc2O)cc1)Nc1ccc(OCc2ccccc2)cc1	64
48	Clc1ccc(CCNCc2cn3c(-c4cccc(Br)c4)nnc3s2)cc1	63

Compounds listed so far that have bromine (3):
entry	Molecule	RMI FANCM FP
2	CCCOC(=O)/C(C#N)=C/c1ccc(-c2ccccc2Br)o1	63
34	Clc1ccc(-c2nnc3sc(-c4ccc(Br)o4)nn23)cc1	89
48	Clc1ccc(CCNCc2cn3c(-c4cccc(Br)c4)nnc3s2)cc1	63

Further structures follow.
entry	Molecule	RMI FANCM FP
49	Cc1ccc2c(CC(=O)NCCC3=CCCCC3)cc(=O)oc2c1	69
50	CC(NC(=O)/C=C/C(=O)O)c1ccccc1 (stereo not given)	56
51	O=C(Cc1cn(Cc2ccc(Cl)cc2)c2ccccc12)NCc1ccccn1	55
52	O=C(CC1CSc2nc3c(cnn3-c3cccc(Cl)c3)c(=O)n21)Nc1nccs1 (stereo not given)	69
53	Nc1nnc(-c2ccccc2Cl)o1	71
54	Cc1cc(C)cc(NS(=O)(=O)c2ccc(F)c(C)c2)c1	57
55	O=C(c1ccco1)N1CCc2ccc(NS(=O)(=O)Cc3ccc(Cl)cc3)cc2C1	74
56	Cc1ccc(NC(=O)OCCS(=O)(=O)c2ccc(C(F)(F)F)cn2)cc1	50
57	CC(=O)Nc1cccc(C2=CC(c3cccc(Br)c3)n3ncnc3N2)c1 (stereo not given)	5*
58	O=C(Nc1ccc(N2CCOCC2)cc1)c1cccs1	64
59	COc1ccc(/C(C)=N\O)cc1OC	66
60	NNC(=O)CO/N=C\c1ccc(Cl)cc1Cl	54

Four entries already listed, arranged by their value in RMI FANCM FP, low to high:
nr | mol | RMI FANCM FP
23 | N#Cc1ccc(-c2ccc(C#N)cc2)cc1 | 61
48 | Clc1ccc(CCNCc2cn3c(-c4cccc(Br)c4)nnc3s2)cc1 | 63
49 | Cc1ccc2c(CC(=O)NCCC3=CCCCC3)cc(=O)oc2c1 | 69
38 | COc1cccc(C(=O)Nc2nc(-c3cc(C)ccc3C)cs2)c1 | 70

Next structures
entry	Molecule	RMI FANCM FP
61	NC(Cc1ccccc1)C(=O)O (stereo not given)	56
62	CC(NC(=O)CCCSc1ccc(NC(=O)C2CC2)nn1)c1ccccc1 (stereo not given)	64
63	Fc1ccc(N2CCN(c3ncnc4nc[nH]c34)CC2)cc1	61
64	COc1ccc(SCC(=O)Nc2nc3cc4c(cc3s2)OCO4)cc1	67
65	O=C(NCc1ccncc1)c1ccc(Cn2cnc3ccccc32)o1	61
66	CN(C)CCNC(=O)COc1cc(-c2ccccc2)nc2ccccc12	61
67	COc1ccc(S(=O)(=O)CC(=O)Nc2nc3c(Br)cccc3s2)cc1	55
68	O=C(COc1ccc(F)cc1)Nc1ccc2c(c1)N(C(=O)C1CCCO1)CC2 (stereo not given)	65
69	CN(C)C(=O)Nc1ccc(O)cc1	58
70	Cc1cc(=O)n2c3ccccc3n(CC(O)CN3CCC(Cc4ccccc4)CC3)c2c1C#N (stereo not given)	73&59
71	CCOC(=O)N1CCN(c2ncnc3nc[nH]c23)CC1	61
72	Cc1cc2cc(CNC(=O)c3cccc(C(F)(F)F)c3)ccc2n1C	71
73	CCN1CCc2c(sc(NC(=O)CS(=O)(=O)c3ccc(F)cc3)c2C(N)=O)C1	13*
74	CC(C)(C)NC(=O)NCc1cccnc1	59
75	CC(=O)N1CCN(c2ccc(OC[C@H]3CO[C@](Cn4ccnc4)(c4ccc(Cl)cc4Cl)O3)cc2)CC1	57&63&55
76	CCn1ccc(C(=O)Nc2ccc3scnc3c2)n1	64
77	COC(=O)c1cc(C#N)c(Sc2ccc(C(F)(F)F)cc2[N+](=O)[O-])nc1C(OC)OC	52
78	COCC(=O)NCCCn1nc(-c2cccnc2)ccc1=O	66
79	CCN(CCS(=O)(=O)c1ccc(Cl)cc1)S(=O)(=O)c1ccc(C)cc1	56
80	O=C(Cc1cccs1)Nc1nnc(-c2ccno2)o1	55
81	CS(=O)(=O)c1ccc(CC(=O)Nc2cccc3ccccc23)cc1	51
82	O=C(Nc1ccc(Cl)cc1)n1nccc1/C=C/c1cccs1	63
83	CC1=NC=CC2NC(=O)C(C#N)=CC12 (stereo not given)	52
84	O=C(O)C1CC2CN(C(=O)c3ccccc3)CC(C1)C2=O (stereo not given)	58
85	CCCCNC(=O)NNC(=O)C1CCCN1S(=O)(=O)c1ccc(Cl)cc1 (stereo not given)	58
86	COc1ccc(OC)c(S(=O)(=O)Nc2ccc3c(c2)CN(C(C)=O)CC3)c1	67
87	COCCNC(=O)CSc1nnc(CNC(=O)c2c(F)cccc2F)o1	55
88	COc1ccc2sc(N(CCN(C)C)C(=O)c3ccc(S(=O)(=O)N(C)CC4CCCO4)cc3)nc2c1 (stereo not given)	79
89	CCOC(=O)N1CCN(C(=O)c2ccc(Cl)c(S(=O)(=O)N3CCOCC3)c2)CC1	61
90	Cc1c(CN2CCN(Cc3ccccc3)CC2)sc2ccccc12	71
91	O=C(NCc1cccnc1)C(=O)NCC(c1ccco1)N1CCN(c2ccc(F)cc2)CC1 (stereo not given)	54
92	CC(=O)Nc1c(I)c(C(=O)N[C@H]2C(O)O[C@H](CO)[C@@H](O)[C@@H]2O)c(I)c(N(C)C(C)=O)c1I (stereo not given in full)	58
93	CC(C)N1CCC(CNC(=O)C(=O)NCc2ccc3c(c2)OCO3)CC1	74
94	CCOc1ccc2ccccc2c1C(=O)Nc1cccc(N2CCCS2(=O)=O)c1	64
95	CCCCCCCCCCCCCC#CC(O)C(N)CO (stereo not given)	72
96	O=C1CC(c2ccccc2C(=O)O)Oc2ccccc21 (stereo not given)	65

A second format for three compounds above:
No. | RMI FANCM FP | canonical_smiles
91 | 54 | O=C(NCc1cccnc1)C(=O)NCC(c1ccco1)N1CCN(c2ccc(F)cc2)CC1 (stereo not given)
92 | 58 | CC(=O)Nc1c(I)c(C(=O)N[C@H]2C(O)O[C@H](CO)[C@@H](O)[C@@H]2O)c(I)c(N(C)C(C)=O)c1I (stereo not given in full)
93 | 74 | CC(C)N1CCC(CNC(=O)C(=O)NCc2ccc3c(c2)OCO3)CC1

(more compounds)
entry	Molecule	RMI FANCM FP
97	COC(=O)c1ccccc1NC(=O)c1snnc1C	50
98	NS(=O)(=O)c1ccc(CCNC(=O)C(=O)NCC2OCCN2C(=O)c2cccs2)cc1 (stereo not given)	59
99	COc1ccc(Cl)cc1NC(=O)Cc1csc(Nc2ccc(F)cc2)n1	72
100	Cc1ccc(C(=O)OC2=CC(=O)c3ccccc3C2=O)cc1	59
101	COc1ccc(S(=O)(=O)Nc2ccc3c(c2)CN(C(=O)c2ccco2)CC3)cc1Cl	81
102	O=C(Nc1ccc(S(=O)(=O)N2CCCCC2)cc1)c1cc2cc(Br)ccc2oc1=O	116
103	CS(=O)(=NC(=O)Nc1ccccc1)c1ccccc1 (stereo not given)	55
104	CCOC(=O)/C(C#N)=C(\N=C(N)c1ccc(C(F)(F)F)cc1)Nc1ccc(Cl)cc1	59
105	O=C1c2cccc([N+](=O)[O-])c2C(=O)N1c1nc(-c2ccccc2)cs1	59
106	C#CCn1c(=NC(=O)c2ccccc2[N+](=O)[O-])sc2cccc(OCC)c21	61
107	Cc1cccc(NC(=O)Nc2ccc(Cc3ccc(NC(=O)Nc4cccc(C)c4)cc3)cc2)c1	83
108	Cc1ccc(S(=O)(=O)n2ncc(Sc3ccc(Cl)cc3)c2C)cc1	54
109	CC(C)NC(=O)c1ccc2c(=O)n(Cc3ccccc3)c3nnc(SCC#N)n3c2c1	68
110	Cc1cc(C)c(NC(=O)C(=O)NCC2CCN(C(C)C)CC2)c(C)c1	74
111	CCCN1CCCc2cc(CCNC(=O)C(=O)Nc3ccc(OC)c(Cl)c3)ccc21	71
112	CSCCC(NS(=O)(=O)c1ccc(Oc2ccccc2Cl)cc1)C(=O)O (stereo not given)	69
113	CC(C)(C)C(=O)CSC1=CC(=O)CC(c2ccccc2)S1 (stereo not given)	52
114	CN(C)C=NC(=O)/C(C#N)=C/N(C)C	55
115	O=C1c2ccccc2C(=O)N1CCCSc1nnc(Cc2nnc(SCCCN3C(=O)c4ccccc4C3=O)n2-c2ccccc2)n1-c1ccccc1	61
116	CCOC(=O)Cn1c(=O)c(C(N)=S)cn(C(C)C)c1=O	56
117	Cn1c(=O)c2c(SCC(=O)NCC3CCCO3)nc(CC(C)(C)C)nc2n(C)c1=O (stereo not given)	63
118	Cc1cc(NC(=O)Cn2c(-c3ccccn3)nc3ccccc32)no1	58
119	COc1ccc(Cl)cc1NC(=O)CSc1nc2cc(-c3ccccc3)sc2c(=O)n1C	60
120	O=C1N=C(N2CCOCC2)S/C1=C\C=C\c1ccc([N+](=O)[O-])cc1	68
121	O=S(=O)(Nc1ccc2c(c1)OCCO2)c1csc(-c2cc(C(F)(F)F)on2)c1	54
122	Cc1cc(NC(=O)CSc2ccc(-c3cccs3)nn2)no1	67
123	NS(=O)(=O)c1ccc(NC(=O)CCc2ccc(-c3ccc(Cl)cc3)o2)cc1	38
124	COCCNC(=O)C(=O)NCC1CCN(Cc2ccco2)CC1	68
125	CC(/C=C1\SC(=S)N(CC(=O)NC(C)(C)C)C1=O)=C\c1ccccc1	61
126	CCc1cc(=O)[nH]c(SCC(=O)NCc2ccc3c(c2)OCO3)n1	57
127	COc1ccc(-n2c(C)nc3ccc(NS(=O)(=O)Cc4ccccc4)cc3c2=O)cc1	59
128	O=C(NCCCN1CCOC(c2ccccc2)C1)C(=O)Nc1cc(F)ccc1F (stereo not given)	73
129	O=C(O)CCS(=O)(=O)c1ccccc1	58
130	C=CCSc1nnc(-c2c[nH]c3ccccc23)n1CC	61
131	CC(C)CC(NP(=O)(O)O[C@@H]1O[C@@H](C)[C@H](O)[C@@H](O)[C@H]1O)C(=O)NC(Cc1c[nH]c2ccccc12)C(=O)O (stereo not given in full)	46
132	COc1cc2ccccc2cc1C(=O)Nc1cccc(NC(=O)c2cc3ccccc3cc2OC)c1	63

Assay outcomes: PubChem, Small Molecule Screening Facility, UW Madison

These rows are one share of the data; rates above refer to the full screens.
